Vif-A3F inh: Vif-A3F binding inhibition; Potency, µM (titrated, usually from 46.1 µM), for the others: top-dose activity, negative = active; 0.2% of 390,000 active; HeLa A3F-eYFP + Vif (tagged APOBEC3F with the HIV-1 protein that degrades it), YFP fluorescence increase; also: potency is read from the fitted curve at half-maximal effect; % of control where 0% means no effect; nearly all actives have a fitted effect of over 65% in size
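Fluorescence increase (Ex 488/Em 500-530) after overnight compound treatment at 37 deg C flags inhibition of Vif-driven A3F-eYFP loss in stable HeLa A3F-eYFP/Vif cells seeded overnight beforehand.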
GRP78 ERSR act: ER stress response induction in glioma; U87-MG GRP78 promoter luciferase reporter, 16 h; Potency, µM, for the others: at the top dose activation, actives largely listed as activators; 0.02% of 420,000 active; AID 602332; also: potency is read from the fitted curve at half-maximal effect; series mostly up to about 76 µM; % of control where 0% means no effect; nearly all actives have a fitted effect of over 35% in size
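Stably transfected U87-MG glioma cells carrying a GRP78-based luciferase sensor; 16 h compound incubation. Luminescence end-point read 10 min after Bright-Glo addition at room temperature.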
PI4K2A inh: PI4K2A (human) kinase inhibition; purified PI4K2A, ADP-Glo luminescence, 1 h; hits give low values; activity change, negative = inhibition, % at 76.9 µM; 0.13% of 420,000 active; AID 1346378; in the data active = activity change below about -50%; inconclusive = mostly about -30% to -49%;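 also: -100% = wells without enzyme as full effect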
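ADP-Glo luminescence measured ADP generated by PI4K2A enzyme (4 ug/mL before mixing) with 1.2 mM PI substrate (pre-mix) and 300 microM ATP (pre-mix). Tris pH7.5 buffer with MgCl2, Triton X-100; 1 h reaction at ambient temperature.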
USP1-UAF1 inh: blocks the human USP1/UAF1 deubiquitinase complex; O94782; recombinant USP1/UAF1, Ub-Rhodamine cleavage fluorescence; Potency, µM (highest dose often 57.1 µM), for the others: top-dose activity change, negative = inhibition, most hits filed as inhibitors; 0.23% of 390,000 active; AID 743255; also: potency is read from the fitted curve at half-maximal effect; % is scaled to controls: 0 for no effect and ±100 for the full control effect; nearly all actives have a fitted effect of over 60% in size; inactives centre near -12
Target sequence (O94782 whole entry, looked up): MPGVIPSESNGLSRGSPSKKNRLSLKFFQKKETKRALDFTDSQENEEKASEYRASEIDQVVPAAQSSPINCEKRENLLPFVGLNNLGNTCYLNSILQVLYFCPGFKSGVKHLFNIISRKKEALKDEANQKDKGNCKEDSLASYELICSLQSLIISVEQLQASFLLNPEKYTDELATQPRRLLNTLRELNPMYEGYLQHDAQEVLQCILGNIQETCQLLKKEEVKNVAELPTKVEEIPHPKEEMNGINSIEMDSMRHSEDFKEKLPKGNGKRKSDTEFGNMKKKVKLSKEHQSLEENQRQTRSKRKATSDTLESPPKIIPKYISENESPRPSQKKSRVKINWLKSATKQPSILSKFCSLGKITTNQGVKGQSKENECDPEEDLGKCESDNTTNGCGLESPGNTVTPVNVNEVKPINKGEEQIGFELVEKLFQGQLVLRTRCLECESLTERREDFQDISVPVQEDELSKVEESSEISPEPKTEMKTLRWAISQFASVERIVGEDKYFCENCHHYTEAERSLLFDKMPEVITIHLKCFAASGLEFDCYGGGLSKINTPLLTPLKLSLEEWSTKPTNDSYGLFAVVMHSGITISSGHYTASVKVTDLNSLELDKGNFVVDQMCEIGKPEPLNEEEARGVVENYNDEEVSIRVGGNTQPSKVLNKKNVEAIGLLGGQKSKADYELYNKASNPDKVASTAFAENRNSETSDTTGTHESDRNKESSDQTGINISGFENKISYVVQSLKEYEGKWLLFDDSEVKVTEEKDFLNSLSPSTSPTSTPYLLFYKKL
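USP1/UAF1 complex at 1 nM was preincubated with compound for 15 min at room temperature, then Ub-Rho substrate (150nM final) was added. Fluorescence (480/540 nm) was read kinetically, 6 reads every 60 seconds.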
LDHA inh: LDHA (human) enzyme inhibition; P00338; purified LDHA, NADH/diaphorase-resazurin fluorescence; hits give low values; activity change, % (values are at about 110 or 230 µM); 0.15% of 480,000 active; in the data active = activity change below about -30%; inconclusive = mostly about -25% to -30%;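 also: plate controls were DMSO wells for no effect and wells without enzyme for full effect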
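Human LDH5 at 2 nM final in Tris HCl pH 7.4 with 0.06 mM NADH and 0.2 mM pyruvate, reacted 5 minutes at room temperature. Remaining NADH coupled via diaphorase/resazurin; resorufin fluorescence read at 0 and 20 minutes, normalized to enzyme-free and DMSO wells.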
RXFP1 agonist: activates the human relaxin receptor RXFP1; HEK293T-RXFP1 cAMP TR-FRET, 30 min; response scale: percent of porcine relaxin response, buffer zero; Potency, µM (top dose mostly 57.5 µM), for inactives: top-dose activation, actives largely listed as activators; 0.3% of 370,000 active; also: potency is read from the fitted curve at half-maximal effect; % is scaled to controls: 0 for no effect and ±100 for the full control effect; nearly all actives have a fitted effect of over 60% in size; many of its hits are not listed in these tables
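Agonist response is measured as cAMP accumulation in an RXFP1-transfected HEK293T line under PDE4 inhibition. Values are scaled between buffer-only and 29 nM porcine relaxin, and EC50s come from standard Hill equation fits.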
TrxR1 substrate: is turned over as a substrate by rat TrxR1 | purified TrxR1 substrate turnover, NADPH consumption readout | Potency, µM (doses to about 114 µM), without a hit: top-dose activity change, negative = substrate turnover | 0.01% of 390,000 active | AID 588456; also: potency is read from the fitted curve at half-maximal effect; % is scaled to controls: 0 for no effect and ±100 for the full control effect; nearly all actives have a fitted effect of over 50% in size
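Rat TrxR1, dispensed at 90 nM, was prereduced with 400 uM NADPH (final) for 5 min at ~22 deg C, then incubated with compound 15 min before 400 uM selenite. A first-read NADPH fluorescence drop versus no-compound background flagged substrates.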
Vif-APOBEC3G blk: Vif-A3G binding inhibition; Q9HC16; HeLa A3G-eYFP + Vif (tagged APOBEC3G with the HIV-1 protein that degrades it), YFP fluorescence, overnight; Potency, µM (doses to about 46.1 µM), for the others: at the highest dose activity, negative = active, actives largely listed as inhibitors; 0.076% of 410,000 active; AID 602310;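 also: potency is read from the fitted curve at half-maximal effect; % is scaled to controls: 0 for no effect and ±100 for the full control effect; nearly all actives have a fitted effect of over 60% in size; hits raise eYFP signal because A3G escapes Vif-driven loss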
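Read-out is eYFP fluorescence (Ex 488/Em 500-530) from Vif-expressing HeLa A3G-eYFP cells; more signal means A3G escaped Vif-mediated degradation. Cells plated overnight, compound pinned in, incubated overnight at 37 deg C.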
mIDH1 inhibitor: blocks human mutant IDH1 R132H enzyme. O75874. IDH1-R132H enzyme, NADPH consumption, diaphorase/resazurin fluorescence. Potency, µM (doses to about 76.6 µM), for the others: top-dose activity change, negative = inhibition, actives largely listed as inhibitors. 0.093% of 390,000 active; also: potency is read from the fitted curve at half-maximal effect; % is scaled to controls: 0 for no effect and ±100 for the full control effect; nearly all actives have a fitted effect of over 65% in size
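IDH1-R132H (0.5 ug/mL) preincubated 30 min with compound, then NADPH (0.016 mM) and alpha-KG (2 mM) added; 80 min at RT, pH 7.5. Remaining NADPH coupled via diaphorase/resazurin to fluorescence (540/590 nm); concentration-response curves normalized to no-enzyme control.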
* = called active by the depositor; ? = inconclusive; / = not tested or not shown; [ ] = another dose, or the depositor's remark. Unless noted, calls follow the shape of the dose curve; as a rule, active = well fitted curve in the direction sought with a large enough effect; inconclusive = small, poorly fitted or top-dose-only effect, or another doubt; inactive = no such curve, though single readings can be large; an effect the other way counts as inactive or inconclusive. Not all compounds are listed; rates above refer to the full screens.

Sequence of screens: PI4K2A inh, Vif-A3F inh, RXFP1 agonist, GRP78 ERSR act, mIDH1 inhibitor, LDHA inh, USP1-UAF1 inh, Vif-APOBEC3G blk, TrxR1 substrate
> COC(=O)c1ccc(NC(=S)NN2CCOCC2)cc1
    -2, -3%, -1.8%, 2%, 9%, 0, -21%, 5%, 6%
> Cc1ccc(NC(=S)N(CCN(C)C)C(C)c2cccnc2)cc1 (centres undefined)
    3, -7%, -1.0%, 7%, 16%, -10, -15%, -1%, 5%[57.1 µM]
> C=CCn1c(SCC(=O)NC2CCCC2)nnc1-c1ccncc1
    -2, 5%, 5.0%, -4%, 2%, -7, -14%, -2%, 2%
> CC(=O)Nc1ccc(NC(=O)c2ccc(-c3c(C)noc3C)c3ccoc23)cc1
    0, /, /, -1%, /, -7, /, -4%, /
> COc1ccc(C(=O)OCC(=O)NC2CC2)cc1S(=O)(=O)N(C)Cc1ccccc1
    3, -9%, -1.7%, -4%, 1%, -3, -21%, -3%, 5%
> CCCCOC(=O)NC1(C)CCS(=O)(=O)C1 (centres undefined)
    -1, -10%, 2.4%, 1%, 7%, -4, 1%, 1%, -11%
> Cc1cn(Cc2ccccc2Cn2cc(C)c(=O)[nH]c2=O)c(=O)[nH]c1=O
    -1, -8%, 6.3%, -1%, -4%, -8, -10%, -4%, 5%[57.1 µM]
> O=C1NCCN(Cc2ccc(Cl)c(F)c2)C1CC(=O)N1CCc2ccccc2C1 (centres undefined)
    3, 1%, -0.4%, -6%, -8%, 5, -24%, 2%, 0%[57.1 µM]
> CCCNC(=O)c1cc(C2CCCCN2C(=O)c2ccc3c(c2)CCO3)on1 (centres undefined)
    -2, /, /, -1%, /, -6, /, -1%, /
> O=C(CSc1nc(=O)n(Cc2ccco2)c2c1CCC2)NCc1ccccc1
    -1, -23%, 6.0%, -1%, -3%, -1, -27%, -2%, 5%[57.1 µM]
> CCOC(=O)C1CCN(C(=O)Cc2cccc3ccccc23)CC1
    0, -1%, -4.7%, -3%, 2%, -8, -3%, -7%, 2%
> c1ccc(N2CCN(Cc3ccsc3)CC2)nc1
    3, -1%, 0.5%, 0%, 17%, ?, -5%, 1%, 4%
> CN(CCc1ccccc1)C(=O)c1cccc(NC(=O)Cc2cccc(NC(=O)C3CCCN(C(=O)C4CCCCC4)C3)c2)c1 (centres undefined)
    4, 8%, /, -3%, -4%[38.3 µM], -2, -28%, 0%, -1%
> Cc1cccc(-c2ocnc2C(=O)N2CCN(C(=O)c3cccs3)CC2)c1
    3, 7%, 0.3%, -4%, 1%, -4, -13%, 0%, 3%
> COc1ccc(OCCSc2nnc(-c3ccccc3)n2N)cc1
    5, -3%, -0.9%, 0%, 5%, 0, -10%, 5%, -1%
> CCCC1=Nc2cc(C(=O)NCCc3ccccc3)ccc2Sc2ccc(C)cc21
    1, -10%, 0.6%, -2%, 0%, -8, -12%, -18%, -4%
> COC(=O)c1ccc(CNS(=O)(=O)c2ccc3ccccc3c2)cc1
    -2, 0%, 2.4%, -5%, 2%, -2, -12%, 2%, -6%[57.1 µM]
> Cc1ccc(S(=O)(=O)N2CCN(C(=O)c3ccco3)CC2)c(C)c1
    1, -3%, -1.7%, 1%, -6%, -3, -17%, 3%, -6%
> COc1ccc(N2C(=O)c3cccc4cccc(c34)C2=O)cc1
    -2, -5%, 5.6%, -5%, 4%, -4, -20%, 3%, 7%[57.1 µM]
> Cc1oc(-c2cccc(Br)c2)nc1Cn1c(=O)cc(-c2ccccc2)c2c(C)nn(C)c21
    -3, 0%, -0.4%, -1%, -8%, -3, -2%, -6%, 9%[57.1 µM]

Next records follow.
Sequence of screens: PI4K2A inh, Vif-A3F inh, RXFP1 agonist, GRP78 ERSR act, mIDH1 inhibitor, LDHA inh, USP1-UAF1 inh, Vif-APOBEC3G blk, TrxR1 substrate
> CCc1ccc(NS(=O)(=O)c2ccc3c(c2)oc(=O)n3C)cc1
    -1, -4%, -3.6%, -2%, -3%, -10, -8%, 3%, -7%
> O=C(NCCC1=CCCCC1)C1CCC(=O)N(Cc2cccc(C(F)(F)F)c2)C1 (centres undefined)
    0, 5%, -0.3%, -2%, -1%, -1, -18%, 0%, -9%
> COC(=O)c1sc(NC(=S)NC(=O)c2cc(OC)c(OC)c(OC)c2)nc1C
    -3, -7%, 2.5%, -3%, 5%, -9, -1%, -1%, -9%
> CCOC(=O)CSc1nnc(CNC(=O)c2ccco2)n1-c1ccc(F)cc1
    4, -6%, -1.7%, -2%, 1%, -12, -8%, 1%, 0%
> COc1cc(-c2nc3ccc(C)cn3c2Nc2ccc(Cl)cc2)ccc1O
    -12, 3%, 6.9%, -6%, -12%, 7, ?, -21%, 107%[activator]
> O=C1CN(C(=O)C2CCC(=O)N(CCc3ccc(Cl)cc3)C2)CCN1 (centres undefined)
    0, 3%, 0.3%, -2%, 7%, -3, -14%, 1%, -8%
> COc1ccc2cc3cc(C(=O)NCCc4ccccc4)sc3nc2c1Cl
    -1, -12%, 3.3%, 0%, -12%, 3, -11%, -2%, 1%[57.1 µM]
> CC1CCCC(C)N1CCCNC(=O)Cn1ncc2c([nH]c3ccccc32)c1=O (centres undefined)
    4, 0%, 0.9%, -2%, -8%, 3, -16%, 0%, 16%
> COC(=O)c1c(NC(=O)CN2C(=O)c3ccccc3C2=O)sc(Cc2ccc3c(c2)OCO3)c1C
    -14, 0%, 2.0%, -5%, 22%, 3, -20%, 2%, 16%[57.1 µM]
> Cc1ccccc1OCC(=O)Nc1cc(C)c(O)c(-c2nc3ccccc3o2)c1
    /, /, /, -5%, /, 1, /, -1%, 9%
> CC(C)C[C@H]1CN([C@@H](Cc2ccccc2)CN2CCC[C@@H]2CN2C(=O)C(=O)NC[C@@H]2Cc2ccc(O)cc2)C(=O)C(=O)N1CC1CCCCCC1
    2, /, /, 0%, /, -11, /, -2%, /
> O=[N+]([O-])c1cc(S(=O)(=O)N2CCCC2)ccc1OCCOc1ccccc1
    -4, -8%, 1.9%, -3%, 2%, 0, -23%, 0%, -4%
> CCOC(=O)c1c(NC(=O)C(Sc2ccccc2)c2ccccc2)sc(C(N)=O)c1C (centres undefined)
    -2, -7%, 5.6%, -3%, 17%, -1, -22%, -7%, -6%
> COc1cc(-c2nnc3sc(-c4ccco4)nn23)cc(OC)c1OC
    -8, 4%, 10%, -4%, 5%, -1, -20%, -7%, -5%
> COc1cc(Cn2c3ccc(NC(=O)CC(C)c4ccccc4)cc3c(=O)n2C)ccc1F (centres undefined)
    -8, /, /, -2%, /, 1, /, ?, /
> O=C(NCCCCCNC(=O)c1cccnc1)c1cccnc1
    -1, -4%, 0.0%, -6%, 0%, -1, -1%, -3%, -5%
> Cc1ccc(CNC(=O)CSc2c3c(nc4cc(Cl)ccc24)CCCC3)cc1
    -1, 11%, ?, -3%, 12%, -5, -18%, -4%, -5%
> Nc1ccc[n+](Cc2ccccn2)c1
    2, 1%, 2.9%, -4%, 0%, -2, -18%, -7%, 76%[activator]
> Cc1ccc(S(=O)(=O)Nc2c(C)ccc3nsnc23)cc1
    3, -3%, 0.3%, 2%, 17%, 5, -18%, -7%, -12%
> CCC1(C)CC2(CCCN(CCC(O)(c3ccccc3)c3ccccc3)C2)CCO1 (centres undefined)
    -1, -2%, 1.4%, -5%, 9%, -3, -4%, -2%, 0%[57.1 µM]

Further results follow:
Sequence of screens: PI4K2A inh, Vif-A3F inh, RXFP1 agonist, GRP78 ERSR act, mIDH1 inhibitor, LDHA inh, USP1-UAF1 inh, Vif-APOBEC3G blk, TrxR1 substrate
> Cc1cc(Cl)nc(Cl)c1C(=O)N1CCOCC1
    4, 2%, -0.6%, -3%, -3%, -11, -28%, 1%, 8%[57.1 µM]
> COc1ccc(C(=O)Nc2nc3cc4c(cc3s2)OCCO4)c(OC)c1
    -5, 9%, 26%, 1%, 6%, 0, -6%, -11%, 71%[activator]
> NNc1ccc(Cl)nn1
    -4, ?, -1.9%, 2%, 5%, -6, -8%, -8%, 4%
> CCOc1ccc(NC(=O)CCc2c(C)nc3c4c(C)cc(C)nc4nn3c2C)cc1
    -5, 1%, -0.7%, -2%, 13%, 1, -12%, 0%, 15%
> O=C(Nc1nc2ccccc2s1)C1CC(=O)N(c2ccc(F)cc2)C1 (centres undefined)
    -4, -4%, 1.1%, -5%, 8%, -5, -9%, -3%, -11%
> Cc1[nH]c2ccccc2c1-c1nc(N)sc1C
    -6, 0%, 0.6%, 0%, 0%, 3, -14%, -9%, 2%
> Cc1cccc(OCC(=O)NCCCNC(=O)c2cccnc2)c1
    2, 1%, 6.5%, -1%, -7%, -10, -10%, 1%, -8%
> COc1ccc(C(=O)Nc2ccccc2C(=O)N2CCCCC2C)cc1 (centres undefined)
    6, 2%, 0.9%, -1%, 3%, -3, -6%, -6%, -1%
> O=C(Nc1cc(C(F)(F)F)ccc1N1CCOCC1)c1c(F)c(F)c(F)c(F)c1F
    -2, 8%, 1.1%, 2%, -1%, 0, -3%, -1%, 10%[57.1 µM]
> O=C(O)c1cccc(NC(=O)c2ccccc2NC(=O)c2ccccc2F)c1
    -9, -11%, -0.3%, 2%, 8%, -1, -16%, -3%, 6%
